SIAE primary: human SIAE inhibition, primary screen | Q9HAT2 | SIAE FP-Rh probe binding, fluorescence polarization | inhibition, % at 9.66 µM | 370,000 compounds, 0.69% hits;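 active means inhibition above a cutoff: mean of compounds within the control limits plus 3 SD of those, cut at about 17% in these data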;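 further: 0% = plate median of compound wells and 100% = probe without SIAE protein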
Target sequence (Q9HAT2 whole entry, looked up): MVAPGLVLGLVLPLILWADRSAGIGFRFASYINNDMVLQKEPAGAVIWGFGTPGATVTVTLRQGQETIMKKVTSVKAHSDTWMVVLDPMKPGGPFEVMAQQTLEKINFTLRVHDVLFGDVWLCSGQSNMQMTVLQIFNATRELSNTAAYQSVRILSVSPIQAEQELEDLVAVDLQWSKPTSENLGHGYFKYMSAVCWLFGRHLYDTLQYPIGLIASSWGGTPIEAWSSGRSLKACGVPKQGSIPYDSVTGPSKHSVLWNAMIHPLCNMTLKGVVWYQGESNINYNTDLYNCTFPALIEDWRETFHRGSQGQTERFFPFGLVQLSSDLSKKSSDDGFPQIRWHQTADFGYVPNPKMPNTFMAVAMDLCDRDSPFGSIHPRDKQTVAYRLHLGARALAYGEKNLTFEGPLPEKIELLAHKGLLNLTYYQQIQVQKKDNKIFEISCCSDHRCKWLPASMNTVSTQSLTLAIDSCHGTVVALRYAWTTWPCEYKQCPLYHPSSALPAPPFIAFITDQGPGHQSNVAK
DDE Tn7 FP inh: DD(E)-Tn7 binding inhibition, primary FP screen; FP displacement of FITC-Tn7 peptide from fibrin DD(E); 0% = median of compound wells per plate; 370,000 compounds, 0.13% hits; inhibition, % at 8.3 µM; P02675; AID 720508;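 active means inhibition above the mean of compounds falling within the control limits plus 3 SD of them, cut at about 14% in these data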;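 further: 0% = plate median of compound wells and 100% = 10 µM Aha-Tn7 peptide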
Target sequence (P02675 whole entry, looked up): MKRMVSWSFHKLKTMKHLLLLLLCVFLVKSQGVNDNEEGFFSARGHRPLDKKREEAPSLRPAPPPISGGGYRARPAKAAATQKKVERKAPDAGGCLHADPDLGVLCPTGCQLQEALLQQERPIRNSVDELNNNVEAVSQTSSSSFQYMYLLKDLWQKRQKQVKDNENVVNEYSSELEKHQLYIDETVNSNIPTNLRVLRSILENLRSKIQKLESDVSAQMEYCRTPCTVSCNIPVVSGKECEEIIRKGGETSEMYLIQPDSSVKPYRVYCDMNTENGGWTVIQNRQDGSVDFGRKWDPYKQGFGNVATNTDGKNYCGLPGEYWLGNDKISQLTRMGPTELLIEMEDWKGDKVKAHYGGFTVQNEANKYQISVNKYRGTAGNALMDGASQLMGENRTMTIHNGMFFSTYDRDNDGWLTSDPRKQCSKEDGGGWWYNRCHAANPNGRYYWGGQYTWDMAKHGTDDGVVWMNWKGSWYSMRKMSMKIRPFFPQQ
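Assay system: human fibrin DD(E). Input: DD(E) 2 µM final. Medium: Tris buffer with calcium and detergent, pH 7.8. Compound dosing: single point at 8.3 µM. Timing: 10 min plus 3 h, room temperature. Technique: fluorescence polarization of the labelled Tn7 tracer. Read-out: percent inhibition. Replicates: singlicate testing.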
Tn6 DDE FP: inhibitors of Tn6 peptide binding to human fibrin DD(E); 370,000 compounds, 0.21% hits; AID 720509; inhibition, % at 8.3 µM; Fibrin DD(E) TRITC-Tn6 fluorescence polarization displacement; P02675;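 active means inhibition above a per-campaign cutoff: mean of compounds within control limits plus 3 SD, cut at about 15% in these data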;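 further: 0% = median of all compound wells on the plate and 100% = blocking peptide control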
proKLK7 act: activates the human kallikrein-7 zymogen | activation, % at 7 µM | P49862 | purified proKLK7, EDANS-DABCYL substrate fluorescence; 100% is mature enzyme control, 0% vehicle | 370,000 compounds, 0.9% hits;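 active means activation above the mean of all tested compounds plus 3 SD, computed per campaign excluding outliers beyond control limits, cut at about 13% in these data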
MBD2 inh: inhibitors of human MBD2 binding to methylated oligonucleotide; 370,000 compounds, 0.31% hits; AID 686964; inhibition, % at 4.4 µM; TR-FRET; Q9UBB5; in the data active means inhibition above about 13%
PRMT1 FP inh: blocks human protein arginine methyltransferase 1 | Q99873 | recombinant PRMT1, activity-based probe fluorescence polarization | inhibition, % at 2.79 µM | 370,000 compounds, 1.3% hits | AID 652257;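 active means inhibition above about 21% made by adding two undisclosed values, limit read from the data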
TDP2 inh: TDP2 (human) inhibition, absorbance primary screen | O95551 | recombinant TDP2, T5PNP hydrolysis, p-nitrophenol absorbance 415 nm | inhibition, % at 12.8 µM | 370,000 compounds, 0.34% hits | AID 720702;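 active means inhibition above the mean of all tested compounds plus 3 SD, set per campaign, cut at about 25% in these data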;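 further: 0% = DMSO with enzyme and 100% = buffer with substrate but no TDP2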
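System: recombinant human TDP2 / Amount: 120 nM TDP2 per well / Also added: 5 mM T5PNP chromogenic substrate / Doses: 12.8 µM single point, 1% DMSO / Incubation: 2 h at 37 °C / Detection: p-Nitrophenol epi absorbance / Evaluation: % inhibition relative to enzyme-containing and enzyme-free wells / Repeats: singlicate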
TCR CD3 inh: human TCR-CD3 binding inhibition; TAMRA-labeled TCR probe fluorescence, biochemical; inhibition, % at 9.4 µM; 360,000 compounds, 0.37% hits; in the data active means inhibition above about 19%;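 further: recombinant mutant TCR 2C K166C tagged with TAMRA read by polarization; 0% = receptor in buffer alone and 100% = receptor with positive control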
LEDGF integ inh: blocks HIV-1 LEDGF/p75-dependent DNA integration; TR-FRET IN-LEDGF/p75 DNA integration, Eu/Cy5; inhibition, % at 3.7 µM; 370,000 compounds, 0.64% hits;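 active means inhibition above the screen-wide mean plus 3 SD, cut at about 13% in these data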;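 further: signal is the Cy5 over europium emission ratio at 671 and 618 nm; 0% = plate median of compound wells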
UHRF1 binding: UHRF1 methyl-DNA binding inhibition; Q96T88; UHRF1 binding to methylated oligo, TR-FRET; inhibition, % at 4.4 µM; 370,000 compounds, 0.75% hits; AID 687016; in the data active means inhibition above about 21%;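 further: UHRF1 SRA domain binding a hemimethylated CpG hairpin DNA probe; 0% = median of test compound wells and 100% = reference inhibitor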
* = called active by the depositor.

SMILES	SIAE primary	DDE Tn7 FP inh	Tn6 DDE FP	proKLK7 act	MBD2 inh	PRMT1 FP inh	TDP2 inh	TCR CD3 inh	LEDGF integ inh	UHRF1 binding
Cc1ccc(NC(=S)N(CCCN(C)C)Cc2cc3cc4c(cc3[nH]c2=O)OCO4)cc1	5	-4	-6	2.8	-1	-3	-9	4	3	2
Cc1cc(N2CCCC2)ccc1NC(=O)CN1C(=O)NC2(CCCCC2)C1=O	0	3	0	0.3	1	3	-7	-4	-5	3
CCc1ccc([C@@H]2CC=C(C(=O)O)[C@H](c3cccc(Cl)c3)N2S(=O)(=O)c2ccc(C)cc2)cc1	-6	-3	-1	-1.4	-2	4	-7	-3	1	3
COc1ccc(N=C2C(=O)Nc3c(C)cccc32)cc1	7	3	3	0.1	-11	4	10	6	-1	-10
O=c1/c(=C/c2ccc(CNS(=O)(=O)c3ccccc3)o2)sc2n1CCN=2	6	9	-7	0.0	2	43*	13	4	6	-2
O=C(COC(=O)C1C2CC3OC(=O)C1C3C2)Nc1cccc(C(F)(F)F)c1 (stereo not drawn)	-4	1	3	0.3	3	0	4	3	3	-2
Cc1ccccc1-c1ccc(CN2C(C)C(=O)N(Cc3cn(Cc4ccco4)nn3)CCS2(=O)=O)cc1 (stereo not drawn)	2	1	1	0.2	-2	-2	-8	7	-5	-1
CSc1nnc2c(n1)[nH]c1c(C)cccc12	-6	-2	-3	-0.1	-9	-2	5	3	-2	-6
Cc1ccnc2nc(C(=O)OCC(=O)N3CCc4ccccc43)nn12	-1	0	7	-0.2	3	-2	4	-1	-2	-2
Cc1ccc(CN2CCSc3ccc(C(=O)NC4CCN(Cc5ccccc5)CC4)cc32)cc1	-3	-3	-2	-13	0	2	-5	0	-3	4
CCOC(=O)CCCNC(=O)CCNC(=O)c1ccc(OC(C)C)cc1	3	0	-3	-0.3	-3	-1	-1	-3	-1	-1
CCOc1ccc(C2Nc3cccc4cccc(c34)N2)cc1OC	11	-3	-4	-0.5	-5	1	6	3	1	-3
O=S(=O)(NCC1CCCO1)c1ccc(Oc2ccccc2)cc1 (stereo not drawn)	-6	3	0	0.1	-2	3	-4	-7	1	4
Cn1nnc(NC(=O)c2ccccc2F)n1	4	-4	0	-0.7	-1	-5	1	1	-2	-1
CCCN(CC(=O)Nc1ccccc1C)C(=O)CCN1C(=O)c2cccc([N+](=O)[O-])c2C1=O	9	-5	3	-0.4	2	-1	5	2	1	-2
COc1ccc(N2CC(C(=O)Nc3c(C(N)=O)oc4ccccc34)CC2=O)cc1 (stereo not drawn)	2	5	6	-0.5	1	1	7	0	0	2
CC(C)CC(=O)N1CCN(Cc2cccc(F)c2)CC1	1	-6	0	0.3	0	0	-2	-1	0	2
COC(=O)c1ccc(N2CCN(C)CC2)c(NC(=O)c2cc3ccccc3o2)c1	3	-1	4	0.5	1	0	5	1	-3	-1
O=S(=O)(c1ccc(F)cc1)N1CCCc2nc(-c3ccc(Br)cc3)ccc21	5	-1	3	0.0	-1	-3	1	4	5	-1
Cc1ccccc1NC(=O)C1CCN(S(=O)(=O)c2cccs2)CC1	4	-6	3	0.2	0	4	4	-2	-5	2
OCCN1CCN(c2ncnc3c2sc2nc(N4CCOCC4)c4c(c23)CCC4)CC1	-9	-7	-10	-1.2	7	0	5	1	4	16
Cc1ccc(N2CC(C(=O)Nc3nnc(SCc4ccccn4)s3)CC2=O)cc1 (stereo not drawn)	-8	-5	3	-0.1	0	6	5	-8	-2	1
O=C(CN1C(=O)NC2(CCc3ccccc32)C1=O)NCC(F)(F)F (stereo not drawn)	-1	4	-1	-0.2	-5	1	-13	5	0	-1
COc1ccccc1C(=O)Nc1c(C)cc(Br)cc1C	-5	8	2	0.2	3	1	4	-4	-5	3
COC(=O)C1=C(O)CSC1=Nc1ccc(C)cc1	-1	8	2	-0.8	7	1	7	3	1	4

Arranged by molar mass (high to low): 14 of the compounds above.
SMILES	SIAE primary	DDE Tn7 FP inh	Tn6 DDE FP	proKLK7 act	MBD2 inh	PRMT1 FP inh	TDP2 inh	TCR CD3 inh	LEDGF integ inh	UHRF1 binding
Cc1ccccc1-c1ccc(CN2C(C)C(=O)N(Cc3cn(Cc4ccco4)nn3)CCS2(=O)=O)cc1 (stereo not drawn)	2	1	1	0.2	-2	-2	-8	7	-5	-1
Cc1ccc(NC(=S)N(CCCN(C)C)Cc2cc3cc4c(cc3[nH]c2=O)OCO4)cc1	5	-4	-6	2.8	-1	-3	-9	4	3	2
OCCN1CCN(c2ncnc3c2sc2nc(N4CCOCC4)c4c(c23)CCC4)CC1	-9	-7	-10	-1.2	7	0	5	1	4	16
COc1ccc(N2CC(C(=O)Nc3c(C(N)=O)oc4ccccc34)CC2=O)cc1 (stereo not drawn)	2	5	6	-0.5	1	1	7	0	0	2
O=c1/c(=C/c2ccc(CNS(=O)(=O)c3ccccc3)o2)sc2n1CCN=2	6	9	-7	0.0	2	43*	13	4	6	-2
Cc1cc(N2CCCC2)ccc1NC(=O)CN1C(=O)NC2(CCCCC2)C1=O	0	3	0	0.3	1	3	-7	-4	-5	3
CCOC(=O)CCCNC(=O)CCNC(=O)c1ccc(OC(C)C)cc1	3	0	-3	-0.3	-3	-1	-1	-3	-1	-1
O=C(CN1C(=O)NC2(CCc3ccccc32)C1=O)NCC(F)(F)F (stereo not drawn)	-1	4	-1	-0.2	-5	1	-13	5	0	-1
Cc1ccnc2nc(C(=O)OCC(=O)N3CCc4ccccc43)nn12	-1	0	7	-0.2	3	-2	4	-1	-2	-2
COc1ccccc1C(=O)Nc1c(C)cc(Br)cc1C	-5	8	2	0.2	3	1	4	-4	-5	3
O=S(=O)(NCC1CCCO1)c1ccc(Oc2ccccc2)cc1 (stereo not drawn)	-6	3	0	0.1	-2	3	-4	-7	1	4
CCOc1ccc(C2Nc3cccc4cccc(c34)N2)cc1OC	11	-3	-4	-0.5	-5	1	6	3	1	-3
COC(=O)C1=C(O)CSC1=Nc1ccc(C)cc1	-1	8	2	-0.8	7	1	7	3	1	4
CSc1nnc2c(n1)[nH]c1c(C)cccc12	-6	-2	-3	-0.1	-9	-2	5	3	-2	-6

Continued:
SMILES	SIAE primary	DDE Tn7 FP inh	Tn6 DDE FP	proKLK7 act	MBD2 inh	PRMT1 FP inh	TDP2 inh	TCR CD3 inh	LEDGF integ inh	UHRF1 binding
CC(C)c1cccc(C(C)C)c1NC(=O)CCl	-6	13	1	-0.6	5	5	7	0	-4	4
O=C(CNC(=O)OCc1ccccc1)NC(Cc1cnc[nH]1)C(=O)O (stereo not drawn)	5	-3	-9	0.6	-3	-4	5	3	5	2
O=C(O)c1ccc(CNCc2ccc(Cl)cc2Cl)cc1	-5	-5	-10	-0.7	-6	-1	-4	6	-3	0
CCCCCN(C(=O)CCC(=O)OCc1cc(C)ccc1C)c1c(N)n(CCCC)c(=O)[nH]c1=O	1	2	-1	0.3	-3	-3	-6	8	2	-1
Cc1cccc(Nc2nnc(SCC(=O)NCC3CCCO3)s2)c1C (stereo not drawn)	6	-3	-15	0.3	-1	-1	-3	7	3	1
O=C1c2ccccc2CCC1C(O)c1ccccn1 (stereo not drawn)	-1	1	4	0.3	0	0	2	0	0	-1
COc1cc(/C=N/NC(=O)CCc2ccccc2)ccc1O	3	5	1	-4.6	2	0	10	3	-2	-5
COC(=O)c1ccc(NS(=O)(=O)c2ccc3c(c2)n(C)c(=O)n3C)cc1	10	-1	-1	0.0	3	-1	11	-1	1	5
CCOc1ccc(CC(=O)N/N=C(\C)c2cccnc2)cc1	-2	2	-3	-0.3	-1	1	-5	4	-6	3
Cc1cccc(NC(=O)CN2CCN(C(=O)C3CCCO3)CC2)c1C (stereo not drawn)	0	-3	-7	0.2	4	0	4	3	-3	0
OC(CC#CCN1CCOCC1)(c1ccccc1)c1ccccc1	-5	-5	4	0.1	1	5	-9	-7	-10	0
c1ccc(CSc2nnc(-c3cccnc3)o2)cc1	4	2	2	-0.4	-1	-3	-4	2	1	-1
COc1ccc(OC)c(NS(=O)(=O)c2cc3c4c(c2)CCN4C(=O)CC3)c1	6	-11	3	-0.6	1	-1	-22	-7	1	3
CC1CCN(CCCNC(=O)c2ccc3c(=O)n(Cc4ccc(Cl)cc4)c(=S)[nH]c3c2)CC1	-5	-3	-1	-0.1	3	3	-10	-13	-5	2
COc1ccc(/C=C/c2c(-c3ccc(OC)cc3)oc(=O)c3cc(OC)c(OC)cc23)cc1	-7	-5	1	-7.6	0	2	14	-2	2	0
CC1C=CCC2C(=O)N(c3cccc(C(=O)N4CCCCCC4)c3)C(=O)C12 (stereo not drawn)	2	-3	6	0.4	0	-1	-5	7	-4	0
CN(C)CCCn1c(SCC(=O)N2CC(=O)Nc3ccccc32)nc2ccccc2c1=O	-4	-4	5	0.1	-4	21*	-1	-5	3	2
OC[C@@H]1CN(Cc2ccc(Cl)cc2)C[C@H](n2cnc3c(NCc4ccco4)ncnc32)O1	1	4	3	1.1	5	6	7	-2	0	0
CCC(CC)c1nnc(NC(=O)COc2ccc3c(c2)OCO3)s1	4	0	-1	0.6	-2	42*	-25	-4	5	0
Cc1nnc(NS(=O)(=O)c2ccc(Br)cc2)s1	15	-6	-10	0.1	-6	-2	-20	4	9	-2
CCCc1cc(NCCN(C)C)n2c(nc3ccccc32)c1C#N	-4	1	6	57*	-2	4	5	-10	-2	4
O=S(=O)(c1ccc2ccccc2c1)N1C=CC(C(F)(F)F)=NCC1	2	-4	-9	1.1	1	-1	13	-2	0	-7
Cc1ccc(NC(=O)c2ccc(C(=O)c3ccccc3)cc2)nc1	-3	2	2	0.1	1	-3	-11	-1	2	2
COCCNC(=S)N/N=C(\C)c1ccc(O)cc1	-1	1	-5	-0.2	0	0	5	-4	-2	-3
c1ccc(-c2cc(-c3nnc4sc(-c5ccccn5)nn34)[nH]n2)cc1	-34	-4	0	-1.9	0	-2	-2	5	4	0
COC(=O)c1nc(Cl)c(Cl)c(N)c1Cl	-1	5	0	-0.3	7	-3	-4	-4	-1	0
Cc1ccccc1NC(=O)NC1(C(=O)NCC2CCCO2)CCCCC1 (stereo not drawn)	0	4	5	-0.1	1	3	-8	-6	-2	1

Single records (already shown). Order of screens: SIAE primary | DDE Tn7 FP inh | Tn6 DDE FP | proKLK7 act | MBD2 inh | PRMT1 FP inh | TDP2 inh | TCR CD3 inh | LEDGF integ inh | UHRF1 binding
COc1ccc(/C=C/c2c(-c3ccc(OC)cc3)oc(=O)c3cc(OC)c(OC)cc23)cc1 across the screens: -7 | -5 | 1 | -7.6 | 0 | 2 | 14 | -2 | 2 | 0
Cc1ccccc1NC(=O)NC1(C(=O)NCC2CCCO2)CCCCC1 (stereo not drawn) across the screens: 0 | 4 | 5 | -0.1 | 1 | 3 | -8 | -6 | -2 | 1
